PglD DTNB: PglD (C. jejuni) enzyme inhibition. AID 602405. 360,000 compounds, 0.098% hits. inhibition, % at 12.5 µM. purified PglD enzyme, DTNB colorimetric CoA detection; in the data active = inhibition above about 16%, passing the limit was not always enough; also: strong numbers were not always called active
C2C12 statin: suppressors of simvastatin-induced myotoxicity in C2C12 myotubes; ATP luminescence, 48 h; scaled: DMSO 0, geranylgeraniol control 100; rescue of ATP level, % at 7.49 µM; 330,000 compounds, 0.78% hits;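 active = mean ATP rescue above about 67%, or every replicate alone reaching that limit, limit read from the data, passing the limit was not always enough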;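 also: myotubes were challenged with 10 µM simvastatin during compound exposure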
Cneo AK release: causes C. neoformans cell lysis; adenylate kinase release luminescence, 4 h; normalised: neutral wells 0, clomiphene wells 100; lysis activity, % at 15 µM; 360,000 compounds, 0.2% hits; AID 651654;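 active = mean lysis activity across replicates of at least 80%, whatever share of replicates individually reach that level; inactive = mean lysis activity below 80%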
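Assay system: Cryptococcus neoformans yeast cells / Dosing: single-point compound dose / Timing: 4 h at 37 °C static, read 1 h later / Measured by: luminescence of released adenylate kinase using an AK detection reagent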
PGC1a acetyl inh: modulators of PGC1a acetylation; U2OS PGC1a acetylation, AlphaScreen anti-acetyl-lysine; with virally co-expressed GCN5 acetyltransferase; 350,000 compounds, 0.17% hits; inhibition, % at 15.6 µM;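 active = every replicate shows inhibition of at least 40%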;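 also: 0% = neutral control wells and 100% = positive control wells; some results beyond the cut were filed as inactive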
FN deposition inh: fibronectin deposition inhibition | inhibition, % at 12.6 µM | AID 743247 | 350,000 compounds, 0.086% hits | AH1F fibroblasts, Alexa488-fibronectin deposition fluorescence, overnight;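 active = mean inhibition across replicates of 30% or more, regardless of how many single replicates reach that level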;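 also: positive control wells lacked labelled fibronectin entirely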
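Material: AH1F fibroblasts assembling fluorescent fibronectin matrix; amount: 10000 AH1F cells/well; medium: DMEM, 2% serum; reagent: Alexa488-fibronectin, 24 nM final in well; dosing: single compound dose, delivered by pin transfer; incubation: 1 h adhesion, overnight exposure; detection: fluorescence after three HBSS washes, excitation 485 nm, emission 525 nm; measure: fibronectin deposition inhibition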
GSIS activator: GLuc luminescence reporter in INS-1E cells, primary screen for activators of glucose-dependent secretion of insulin | INS-1E GLuc reporter insulin secretion, 2-3 h | activation, % at 16.6 µM | 370,000 compounds, 0.61% hits;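 active = lowest replicate activation of at least 40%, so every replicate reaches that level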;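 also: 0% = median of neutral control wells and 100% = median of IBMX positive control wells; some compounds called inactive have numbers as strong as hits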
CFTR F508del cor: correctors of CFTR F508del function in bronchial epithelial cells; CFBE cells, YFP halide quenching; stimulated with forskolin plus potentiator P3; % fluorescence drop versus neutral controls; activity (quench increase), % at 7.58 µM; 350,000 compounds, 0.36% hits;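 active = mean added fluorescence quench of at least 8% versus neutral control, with both replicates also reaching 8%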;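 also: cells transiently co-express mutant CFTR-F508del with the halide-sensitive YFP; corrector assay measuring rescue of mutant channel to the surface after 24 h compound exposure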
miR-122 sensor: blocks miR-122 activity in Huh7 sensor cells | Huh7 miR-122 Renilla luciferase sensor, 48 h; neutral wells = 0, positive control = 100 | activation (reporter increase), % at 12.5 µM | 340,000 compounds, 0.3% hits | AID 602342;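 active = mean replicate activation score at least 90 and every replicate individually at or above 90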;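 also: higher luciferase means less miR-122 activity so hits act as miR-122 inhibitors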
* hit, by the source's call; . = no result given; [ ] = remark or other dose.

SMILES	PglD DTNB	C2C12 statin	Cneo AK release	PGC1a acetyl inh	FN deposition inh	GSIS activator	CFTR F508del cor	miR-122 sensor
COC(=O)c1ccc2nc(-c3ccc(OC)c(OC)c3)c(Cc3ccsc3)n2c1	3	13	2	9	-6	27	0.7	-5
C/C(=N/O)c1cccc(N2Cc3ccccc3C2)c1	-8	15	0	1	2	8	-1.6	12
CCOC(=O)[C@H]1[C@H]2COc3ccc(Br)cc3[C@@H]2N2C(=O)CN(CC3CCCO3)C(=O)[C@@]12C (stereo not given in full)	1	3	1	.	-18	-2	-3.6	0
Cc1ccc(S(=O)(=O)N(C)C[C@@H]2Oc3c(NC(=O)C4CCCCC4)cccc3C(=O)N([C@H](C)CO)C[C@H]2C)cc1	5	1	-6	.	.	-10	0.0	9[16.7 µM]
Cc1nn(C)c(Oc2cccc(C(F)(F)F)c2)c1C#N	1	6	-2	7	13	9	3.4	-18
C[C@@H]1CN([C@@H](C)CO)C(=O)c2cc(NC(=O)Cc3ccccc3)ccc2O[C@@H](C)CCCCO[C@@H]1CN(C)Cc1ccncc1	.	-35	.	-3	6	-16	-1.6	-4[16.7 µM]
OC[C@@H]1CN(Cc2ccc(F)cc2)C[C@H](n2cnc3c(Nc4ccccc4)ncnc32)O1	2	7	1	.	3	-38	-0.4	5
CCOC(=O)c1c(N)nn(C(=O)c2ccccc2)c1-c1ccccc1	4	4	2	1	-6	-3	-0.6	-2
Cc1cc2cc(CNC(=O)NC3CCCCC3)ccc2n1C	-4	7	2	-8	1	.	-2.6	4
Cc1ccc(S(=O)(=O)N(C)C[C@@H]2OCCCC[C@H](C)Oc3ccc(NS(=O)(=O)c4c(C)noc4C)cc3C(=O)N([C@@H](C)CO)C[C@H]2C)cc1	-1	.	-2	-13	1	-5	1.9	-4[16.7 µM]
C[C@H](CO)N1C[C@H](C)[C@H](CN(C)C(=O)Nc2ccc3c(c2)OCO3)OCCCC[C@H](C)Oc2ccc(NC(=O)c3ccccc3)cc2C1=O	-3	.	-1	4	.	-10	-2.8	-3[16.7 µM]
Cc1ccc(C(=O)N(CC(=O)NC2CCCCC2)c2ccccc2C)s1	4	42	-2	-17	.	-25	0.7	.
C[C@@H]1CN([C@@H](C)CO)C(=O)c2cc(C#CC3CCCC3)cnc2O[C@@H]1CN(C)S(=O)(=O)c1cccc(F)c1	1	-34	8	-16	4	-21	1.8	-4[16.7 µM]
NS(=O)(=O)c1ccc(NC(=O)CSc2cn[nH]n2)cc1	7	-3	40	-3	7	7	1.8	2
C[C@@H]1CN([C@H](C)CO)C(=O)Cc2cc(NC(=O)NC3CCCCC3)ccc2O[C@H]1CN(C)Cc1ccccc1	-1	2	3	.	.	-11	-0.2	-7[16.7 µM]
COC(=O)C(NC(C)=O)(Nc1ccc(Br)cn1)C(F)(F)F (stereo not given)	-6	7	2	1	.	-3	.	-3
C/C(=N\N(C)C)c1ccc(OCCOc2ccc([N+](=O)[O-])cc2)cc1	-7	23	0	2	-1	15	0.0	-3
S=C(NCC(c1cccnc1)N1CCOCC1)NC1CCCCC1 (stereo not given)	-6	14	-1	3	-13	-4	.	-4
COc1cc(/C=N/N=C2/C(=O)Nc3ccccc32)ccc1O	-11	.	-19	0	3	5	.	-3
Cc1noc(C)c1S(=O)(=O)Nc1ccc2c(c1)CC(=O)N([C@@H](C)CO)C[C@@H](C)[C@@H](CN(C)C(=O)Nc1ccccc1)O2	.	12	.	6	.	15	1.8	3[16.7 µM]
Cc1noc(C)c1NC(=O)Nc1cccc2c1O[C@@H](CN(C)Cc1ccc(C(=O)Nc3ccccc3N)cc1)[C@@H](C)CN([C@@H](C)CO)C2=O	.	.	.	-3	-19	4	-2.4	.
COc1ccc(N(Cc2ccccc2)S(=O)(=O)c2ccc(C)cc2)cc1	-2	.	-1	-7	-7	7	0.8	4
O=C(O)c1cc(-c2ccco2)nn1-c1ccc(Cl)cc1	.	.	.	2	-7	3	-0.4	.
CC(C)NC(=O)Nc1ccc2c(c1)C(=O)N([C@H](C)CO)C[C@@H](C)[C@H](CN(C)S(=O)(=O)c1ccc(Cl)cc1)O2	4	-13	-3	7	.	13	1.5	-4[16.7 µM]
COc1ccc(Nc2ncnc3ccccc23)cc1	-7	.	-1	15	.	.	.	2
COc1ccc(CCNC(=O)CSc2nnc(Cc3csc(N)n3)n2C)cc1OC	.	7	1	-2	.	3	.	-3
CCOc1ccc2nc(NC(=O)CSc3nc4cccnc4n3C)sc2c1	3	.	-1	8	.	.	.	-8
COc1ccc(NC(=O)c2cccc(S(=O)(=O)N3CCc4ccccc43)c2)cn1	.	.	.	0	9	15	-0.6	.
CC(C)[C@H](NC(=O)c1ccccc1)C(=O)OCC(=O)N1CCc2ccccc2C1	1	4	-2	12	5	.	.	33
Cc1nnc(C)n1/N=C/c1ccc(-c2ccccc2)cc1	6	.	0	-2	.	31	.	-4
COc1ccc([Si](C)(C)[C@H]2[C@H](CCO)O[C@@]3(C(=O)N(Cc4ccc(NC(C)=O)cc4)c4ccccc43)[C@@H]2C)cc1	-1	.	-12	3	.	.	3.4	.
Nc1nc(SCC(=O)c2ccc(Oc3ccccc3)cc2)n[nH]1	0	-1	0	22	.	13	.	-12
COc1cc(CNCc2ccc(OC)cc2OC)cc(OC)c1	-5	1	-1	-16	6	8	0.5	-1
COc1ccccc1S(=O)(=O)N[C@@H]1C=C[C@H](CC(=O)NCc2cc(F)cc(F)c2)O[C@@H]1CO	0	-3	9	7	.	3	-1.1	16[16.7 µM]
O=C(O)c1ccc2c(c1)S(=O)(=O)c1cc(Cl)ccc1C2=O	-1	5	1	.	7	-11	-0.9	7
C[C@@H]1CN([C@@H](C)CO)C(=O)c2cc(-c3ccc(C(=O)N(C)C)cc3)cnc2O[C@@H]1CN(C)C(=O)C1CC1	4	0	-3	-22	-3	18	-1.4	-9[16.7 µM]
CC(CN(C(N)=O)c1ccccc1O)C(=O)O (stereo not given)	0	.	4	10	.	.	.	-5
Cc1cc(C)c(S(=O)(=O)N2CCN(C(=O)C3COc4ccccc4O3)CC2)c(C)c1 (stereo not given)	-9	-1	-1	.	3	-41	1.4	.
Cc1cccc(NCCNc2cccc(C)c2)c1	1	113*	0	3	-4	.	.	.
O=C(NCC(c1cccs1)N1CCOCC1)c1ccc(Cl)c([N+](=O)[O-])c1 (stereo not given)	-2	.	-1	-7	11	-8	-0.8	6
CCn1c(SCC(=O)NC2CC2)nnc1-c1ccncc1	-3	.	0	3	2	-8	-4.3	8
C[C@H](O)C#Cc1ccc2c(c1)O[C@@H](CN(C)CC1CCOCC1)[C@H](C)CN([C@@H](C)CO)S2(=O)=O	-4	-37	3	-19	-21	13	0.4	12[16.7 µM]
COc1ccc(S(=O)(=O)Nc2cccc3c2O[C@H](CN(C)C(=O)Nc2ccc(F)cc2)[C@@H](C)CN([C@H](C)CO)C3=O)cc1	-3	15	1	15	.	-7	0.1	30[16.7 µM]
CC(C)C#Cc1cnc2c(c1)C(=O)N([C@H](C)CO)C[C@H](C)[C@H](CN(C)C(=O)C1CCC1)O2	3	22	6	-12	0	-3	-1.6	22[16.7 µM]
CCN(CC)S(=O)(=O)c1ccc(Cl)c(NC(=O)COC(=O)/C=C/c2ccc(O)c(OC)c2)c1	-8	.	2	.	1	.	-0.1	-10
Cn1cnc(S(=O)(=O)N[C@H]2C=C[C@H](CC(=O)N3CCN(c4ccccc4)CC3)O[C@H]2CO)c1	1	-2	54	7	-14	-6	-0.7	.
N#Cc1ccc(-c2ccc3c(c2)[C@H]2[C@H](CCN2S(=O)(=O)c2ccccc2F)[C@@H](CO)N3)cc1	0	-36	4	16	-3	5	15*	62[16.7 µM]
Cc1c(C)n2c(SCC(=O)N3CCOCC3)nnc2[nH]c1=O	0	8	0	.	-6	22	0.7	.
CC(C)C(OC(=O)c1ccco1)C(=O)NC1CCCC1 (stereo not given)	4	-40	6	2	-5	2	-1.1	4
O=C(COC(=O)CN1C(=O)C2CC=CCC2C1=O)Nc1cc(C(F)(F)F)ccc1N1CCOCC1 (stereo not given)	5	8	1	10	-10	.	.	-5
O=C(C[C@H]1CC[C@H](NC(=O)c2ccc(F)cc2)[C@H](CO)O1)NCc1ccncn1	0	0	-3	14	.	-15	-10	.
O=C(O)C[C@H]1C[C@@H]2c3cc(NC(=O)C4CCOCC4)ccc3O[C@@H]2[C@@H](CO)O1	-2	-3	6	2	-6	12	-0.8	-2[16.7 µM]
CCc1nc2ccc(C(=O)N3CCN(C(=O)c4ccco4)CC3)cn2c1N(C)C(=O)Nc1ccccc1OC	2	26	0	12	2	-9	-0.6	4
CCOC(=O)C1=CC[C@@H](c2ccccc2)N(S(=O)(=O)c2ccc(C)cc2)[C@H]1C	-1	-2	1	-17	-7	-13	3.4	19
C[C@H](CO)N1C[C@H](C)[C@H](CN(C)C(=O)Nc2ccc(F)cc2)OCCCC[C@H](C)Oc2ccc(NC(=O)CCCN(C)C)cc2C1=O	-4	.	-2	1	.	-6	-1.9	5[16.7 µM]
CC(C)CC#Cc1cnc2c(c1)C(=O)N([C@H](C)CO)C[C@@H](C)[C@H](CN(C)C(=O)c1cnccn1)O2	-1	25	-1	1	-4	1	0.0	1[16.7 µM]
CC1CCCC(NC(=O)COC(=O)Cc2c[nH]c3ccccc23)C1C (stereo not given)	.	.	.	16	6	1	-0.7	0
CCOCc1nnc(NC(=O)CSCc2ccccc2)s1	1	-6	-1	-2	1	-3	.	-1
COC(=O)c1cc(C(=O)CC(C)C)c[nH]1	3	3	3	.	-8	18	-0.9	2
COc1ccc(S(=O)(=O)N(C)C[C@H]2Oc3ccc(NS(C)(=O)=O)cc3C(=O)N([C@@H](C)CO)C[C@H]2C)cc1	-1	.	5	4	.	7	-1.1	1[16.7 µM]

A second format for part of the listing above.
Values in the order – PglD DTNB | C2C12 statin | Cneo AK release | PGC1a acetyl inh | FN deposition inh | GSIS activator | CFTR F508del cor | miR-122 sensor
C[C@H](CO)N1C[C@H](C)[C@H](CN(C)C(=O)Nc2ccc(F)cc2)OCCCC[C@H](C)Oc2ccc(NC(=O)CCCN(C)C)cc2C1=O
    -4 | . | -2 | 1 | . | -6 | -1.9 | 5[16.7 µM]
CC(C)CC#Cc1cnc2c(c1)C(=O)N([C@H](C)CO)C[C@@H](C)[C@H](CN(C)C(=O)c1cnccn1)O2
    -1 | 25 | -1 | 1 | -4 | 1 | 0.0 | 1[16.7 µM]
CC1CCCC(NC(=O)COC(=O)Cc2c[nH]c3ccccc23)C1C (stereo not given)
    . | . | . | 16 | 6 | 1 | -0.7 | 0

Additional compounds.
SMILES	PglD DTNB	C2C12 statin	Cneo AK release	PGC1a acetyl inh	FN deposition inh	GSIS activator	CFTR F508del cor	miR-122 sensor
C[C@H]1CCCCO[C@H](CN(C)Cc2ccc(C(F)(F)F)cc2)[C@@H](C)CN([C@@H](C)CO)C(=O)c2cc(NC(=O)NC3CCCCC3)ccc2O1	0	.	1	4	.	-19	-1.1	-11[16.7 µM]
O=C(CNC(=O)c1ccccc1)NCC(=O)OCc1ccccc1Cl	.	.	.	0	5	2	-2.3	-6
Cc1ccccc1-c1nc2ccccc2c(=O)n1/N=C/c1ccccc1[N+](=O)[O-]	-6	28	-8	7	.	.	.	2
CCCCN(CCCC)CCCNC(=O)Cn1cc2c(n1)-c1c(oc(C(=O)N3CCCC3)c1C)CC2	3	10	-17	-4	-1	10	-2.2	-4
CC(C)NC(=O)N1C[C@H]2[C@@H](c3ccccc31)[C@@H](CO)N2C(=O)Nc1ccc(F)cc1	-11	8	0	-15	6	-15	-2.5	20[16.7 µM]
C[C@@H]1CN([C@H](C)CO)C(=O)c2cc(-c3ccc(C#N)cc3)cnc2O[C@H]1CN(C)CC1CCOCC1	0	9	-1	10	.	19	-1.0	-4[16.7 µM]

Compound activity: PubChem BioAssay, Broad Institute
